GSIS activator = primary screen for activators of insulin secretion dependent on glucose, INS-1E cells, GLuc reporter luminescence. AID 743287. actives 0.61% (n = 370,000). INS-1E GLuc reporter insulin secretion, 2-3 h. activation, % at 16.6 µM;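 active = lowest replicate activation of at least 40%, so every replicate reaches that level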;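 note: 0% = median of neutral control wells and 100% = median of IBMX positive control wells; some compounds called inactive have numbers as strong as hits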
ERAP1 inh = inhibitors of human ERAP1 aminopeptidase; actives 0.15% (n = 340,000); recombinant ERAP1, Leu-AMC fluorescence, 60 min; AID 652197; Q9NZ08; inhibition, % at 10.7 µM;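 active = mean replicate inhibition of at least 30%, or all replicates individually reaching that 30% level; inactive = mean below 30% and not every replicate reaching it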;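 note: 0% = neutral control wells and 100% = L-leucinethiol positive control wells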
RAD54 branch = RAD54 (human) branch migration inhibition | Q92698 | inhibition, % at 10.4 µM | AID 602329 | RAD54 Holliday junction branch migration, FAM/BHQ fluorescence | actives 0.14% (n = 360,000);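 active = mean normalized replicate activity at least 40 and at least half of replicates scoring 40 or more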;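 note: 0% = median of neutral control wells and 100% = median of positive control wells; inhibitors cause a drop in the FAM fluorescence signal; in these data hits start at about 50%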
RAD52 inh = blocks human RAD52 DNA annealing. AID 651710. P43351. actives 0.46% (n = 360,000). inhibition, % at 18.7 µM. recombinant RAD52 DNA annealing, FRET fluorescence;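 active = every replicate showing at least 50% inhibition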
Target sequence (P43351 whole entry, looked up): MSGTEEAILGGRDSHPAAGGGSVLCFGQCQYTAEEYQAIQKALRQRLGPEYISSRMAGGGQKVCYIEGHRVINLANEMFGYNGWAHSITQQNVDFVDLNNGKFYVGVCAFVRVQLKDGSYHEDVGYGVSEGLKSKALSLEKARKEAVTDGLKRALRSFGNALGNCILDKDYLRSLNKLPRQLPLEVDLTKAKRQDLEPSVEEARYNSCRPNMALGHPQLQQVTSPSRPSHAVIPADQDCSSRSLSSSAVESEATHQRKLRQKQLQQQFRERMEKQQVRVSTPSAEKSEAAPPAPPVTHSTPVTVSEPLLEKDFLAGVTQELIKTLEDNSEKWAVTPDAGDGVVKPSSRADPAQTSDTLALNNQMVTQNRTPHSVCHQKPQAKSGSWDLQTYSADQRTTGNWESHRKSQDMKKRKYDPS
F508del corr = correctors of CFTR F508del function in bronchial epithelial cells; AID 720511; actives 0.36% (n = 350,000); activity (quench increase), % at 7.58 µM; CFBE cells, YFP halide quenching; stimulated with forskolin plus potentiator P3; % fluorescence drop versus neutral controls;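 active = mean added fluorescence quench of at least 8% versus neutral control, with both replicates also reaching 8%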;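 note: cells transiently co-express mutant CFTR-F508del with the halide-sensitive YFP; corrector assay measuring rescue of mutant channel to the surface after 24 h compound exposure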
esBAF inh = inhibitors of esBAF chromatin remodeling in mouse ES cells; reporter increase, % at 12.5 µM; Bmi1-luciferase knock-in reporter, 24 h; 100% = twice the neutral-well signal; actives 2% (n = 350,000); in the data active = activation above about 40%;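 note: 0% = median of the plate's neutral control wells and 100% = double that signal; a rise in the Bmi1 reporter signal indicates esBAF inhibition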
Xi reactivation = X-chromosome reactivation activator. XiGFP mouse fibroblasts, % GFP-positive cells imaging, 3 d; cells co-treated with 5-aza-dC sensitizer; scaled so ellipticine positive control = 100%. activation, % at 7.58 µM. actives 0.055% (n = 360,000);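 active = mean normalized replicate activation at least 10% and every replicate at or above 10%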;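 note: 0% = median of on-plate neutral control wells and 100% = ellipticine 6 µM median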
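Material: XiGFP fibroblasts, SV40-immortalized; Buffer or medium: DMEM containing 5-aza-dC; Compound dosing: single point; Times: 3 days compound exposure.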
ARNT TACC3 PPI = disrupts binding between human ARNT and TACC3 | inhibition, % at 9.99 µM | actives 0.66% (n = 390,000) | AlphaScreen His-ARNT PAS-B/GST-TACC3 binding, luminescence; TACC3 fragment carries E629A point mutation | Q9Y6A5;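 active = mean inhibition of replicates at least 50% and at least half of replicates each reaching 50%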;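 note: 0% = complete ARNT plus TACC3 wells and 100% = ARNT alone without TACC3; many hits fall short of the cut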
Starred values were filed as active, the others as inactive; . = not tested or not shown. An unsorted share of the library, and some 3.3% of all compounds hit somewhere here.

SMILES	GSIS activator	ERAP1 inh	RAD54 branch	RAD52 inh	F508del corr	esBAF inh	Xi reactivation	ARNT TACC3 PPI
CC(CCc1ccccc1)NC(=O)Cc1ccccc1 (stereo not given)	-2	-1	.	-20	.	.	0.3	-1
CCCCn1c(N)c(N(CCOC)C(=O)c2cnc(C)cn2)c(=O)[nH]c1=O	16	49*	1	-9	1.8	-8	0.4	-1
CCOc1ccc(CNC(=S)N/N=C/c2ccncc2)cc1	-6	-2	.	-17	-2.2	.	0.3	.
COc1ccc(NC(=O)N2C[C@H](O)COC[C@H]3O[C@H](CC(=O)N4CCOCC4)CC[C@@H]32)cc1	2	-1	2	-8	0.0	1	0.1	10
CC(=O)N(C)C[C@@H]1Oc2ncc(-c3ccc(C#N)cc3)cc2C(=O)N([C@@H](C)CO)C[C@H]1C	18	0	-1	7	0.6	1	-0.9	-11
O=C(Nc1ccc(N2CCOCC2)cc1N1CCOCC1)c1ccc(Br)cc1	44	0	0	-12	0.2	.	0.0	-13
COc1ccc2c3c([nH]c2c1)[C@H](CO)N(C(=O)CN(C)C)CC31CCN(C(=O)c2cccnc2)CC1	0	5	.	1	-0.5	.	0.3	.
Cc1cc(C(=O)OCC(=O)NCc2ccccc2)c(C)o1	11	3	.	-18	-0.1	.	-0.1	16
CCC(C(=O)OCC(=O)Nc1ccc(SC(F)F)cc1)c1ccccc1 (stereo not given)	-19	-1	2	-4	0.0	-6	0.2	.
Cc1ccc(NC(=O)c2sc3ncn(CC(=O)N4CCN(c5ccccn5)CC4)c(=O)c3c2C)cc1Cl	-5	-1	2	-24	0.3	6	0.0	-3
COc1ccc(NC(=O)Nc2ccc3c(c2)CC(=O)N([C@@H](C)CO)C[C@H](C)[C@@H](CN(C)S(=O)(=O)c2cccs2)O3)cc1	-2	-1	4	1	-1.6	-1	-1.2	.
CC(Cc1ccccn1)NC(=O)c1ccc(OC2CCN(CCc3ccccc3)CC2)cc1 (stereo not given)	12	-5	6	-37	1.1	.	0.0	.
Cc1ccc(S(=O)(=O)Nc2ncnc3sc(C)c(C)c23)cc1	4	5	-3	-12	-0.5	2	0.0	-3
Cc1ccc(C(O)c2ncc(-c3ccccc3C(F)(F)F)[nH]2)cc1F (stereo not given)	.	2	6	-8	0.1	3	0.1	.
COc1ccc(-c2cc(=O)oc3cc(OCC(=O)NCCN4CCOCC4)ccc23)cc1	17	1	10	-6	-1.5	7	-0.1	0
Cc1cc(S(=O)(=O)NCc2ccc3c(c2)OCO3)ccc1F	-3	-5	-5	1	1.7	-1	0.0	-4
Cc1ccc(NC(=O)C2CCCN2S(=O)(=O)c2ccc3c(c2)n(C)c(=O)c(=O)n3C)cc1 (stereo not given)	.	1	.	-12	-0.9	.	0.0	-7
S=c1[nH]nc(CSCc2ccccc2Cl)n1C1CCCCC1	-12	-3	-4	-6	-0.7	1	0.1	.
O=c1oc2ccccc2c(NC2CCCCC2)c1NS(=O)(=O)c1ccc(Cl)cc1	-32	0	1	-13	3.3	5	0.1	0
CC(C)Cc1cc(C(=O)N2CCCC(C(=O)c3cc(F)ccc3F)C2)no1 (stereo not given)	-15	1	-1	-10	0.4	-6	0.1	-8
COc1ccc(C(CCN(Cc2ccc(OC)c(OC)c2)C(C)=O)C(C)C)cc1 (stereo not given)	-36	-4	3	12	-2.7	-9	0.7	-2
CO[C@@H]1CN(C)C(=O)c2cc(NS(=O)(=O)c3ccc(C)cc3)ccc2OC[C@H](C)N(C(=O)NC(C)C)C[C@H]1C	-7	.	6	-1	-1.6	-1	0.4	-1
O=C(NCCCN1CCOCC1)c1cc(S(=O)(=O)N2CCOCC2)ccc1Cl	11	0	-2	-3	-1.2	-3	0.0	-4
CC1(C)CC(N=c2cc(-c3ccccc3)oc3ccc(Cl)cc23)CC(C)(C)N1	-17	-2	.	101*	-2.2	.	0.0	-4
Cc1nn(C(C)C(=O)NC2CCCCCC2)c(=O)c2nn(-c3ccccc3)c(C)c12 (stereo not given)	-1	2	-1	5	0.8	23	0.0	-4
Cc1ccccc1NC(=O)NCc1cccnc1	14	.	.	-11	2.6	.	0.0	-13
Cc1noc(C)c1NC(=O)N(C)C[C@H]1Oc2ccc(NS(=O)(=O)c3c(C)noc3C)cc2CC(=O)N([C@@H](C)CO)C[C@H]1C	7	0	-8	1	0.3	0	0.0	-15
C[C@@H]1CN([C@H](C)CO)C(=O)c2cc(NC(=O)Nc3ccccc3)ccc2O[C@H]1CN(C)C(=O)NC1CCCCC1	20	-2	8	-11	-3.2	0	-0.7	-3
Cc1noc(C)c1COc1ccccc1C(=O)N(C)CC(=O)Nc1ccc(Cl)c(Cl)c1	-42	0	-1	-4	0.2	4	0.0	-6
COC(=O)CN(C#N)c1nc(NC(C)C)nc(OC)n1	22	.	-2	.	.	1	.	-3

SMILES	GSIS activator	ERAP1 inh	RAD54 branch	RAD52 inh	F508del corr	esBAF inh	Xi reactivation	ARNT TACC3 PPI
CC(C)Oc1ccc(C(=O)Nc2c3c(nn2C(C)(C)C)CS(=O)(=O)C3)cc1	2	0	6	-12	-1.9	-1	-0.1	-2
O=C1N=NC(=O)N1c1ccccc1	.	1	-18	1	1.6	12	0.2	-3
CCOC(=O)C1(Cc2cccc(OC)c2)CCCN(S(=O)(=O)N(C)C)C1 (stereo not given)	-13	-4	-2	3	-2.1	-4	0.0	-11
CCOc1ccc(N(CC(=O)Nc2ccccc2OC)S(C)(=O)=O)cc1	-5	-2	-7	4	4.9	12	0.0	2
COc1ccc(OCc2cc(C(=O)N3CCCC3)no2)c2ccccc12	-11	0	-14	-14	-4.0	.	-0.1	-1
CC1(C(=O)NS(=O)(=O)c2ccc(Cl)cc2)CCN1C(=O)c1ccccc1CCc1ccccc1 (stereo not given)	4	-4	12	-8	-0.7	-2	0.1	.
COC(=O)Cn1c(=O)c(C)nc2ccccc21	13	3	-9	-26	-2.7	.	0.2	-2
O=C(NCc1cccc(F)c1)c1cccc(OC2CCN(C(=O)C3CC3)CC2)c1	-7	-5	5	-15	-1.2	1	0.0	-1
COc1ccc(CCNC(=O)C(=O)NCC2CCCN2S(=O)(=O)c2cccs2)cc1 (stereo not given)	-17	0	0	-27	-0.9	-7	-0.7	1
COCC(=O)Nc1ccc2c(c1)[C@H]1C[C@H](CC(=O)NCC3CC3)O[C@@H](CO)[C@H]1O2	4	0	4	-2	3.2	-3	0.0	-2
COc1ccc(S(=O)(=O)N2CCCCCC2)cc1C(=O)N1CCCC(C(F)(F)F)C1 (stereo not given)	-8	1	.	14	-0.6	.	0.0	0
CCCCn1nc(C(=O)Nc2ccc(-n3cnnn3)cc2)c2ccccc2c1=O	-9	-1	-9	-1	-3.9	9	-0.1	0
COc1cccc(NC(=O)CCN2CCOCC2)c1	5	-1	0	-7	1.8	2	0.1	-1
CC(C)(C)NC(=O)NCC1CCCC1NC(=O)NC(C)(C)C (stereo not given)	2	1	7	-25	-1.1	-9	0.0	5
O=C1c2cccc3cccc(c23)C(=O)N1/N=C/c1ccc(O)cc1O	36	.	-3	.	.	.	0.1	-4
CCNC(=O)C[C@@H]1CC[C@@H]2[C@H](COC[C@@H](O)CN2C(=O)CC)O1	15	1	7	-16	-1.6	-6	0.0	-4
CCOC(=O)c1c(NC(=O)c2ccc(S(=O)(=O)N3CCOCC3)cc2)sc2c1CCN(C)C2	-5	5	89*	59*	3.3	2	.	-3
CCn1nc(C)cc1C(=O)N1CCCC(Nc2ccc(F)c(F)c2)C1 (stereo not given)	1	1	-4	-13	0.3	.	0.0	-13
O=C(C[C@H]1C[C@H]2c3cc(NC(=O)Nc4ccc(C(F)(F)F)cc4)ccc3O[C@H]2[C@@H](CO)O1)NCC1CC1	3	0	-7	-7	1.3	-4	-0.1	-2
COc1ccc(C)cc1N(C(=O)c1snc(C(N)=O)c1N)C(C(=O)NC1CCCCC1)c1ccc(C)o1 (stereo not given)	7	-4	15	-5	1.5	0	0.0	24
C[C@@H]1CN([C@H](C)CO)C(=O)c2cccc(NS(C)(=O)=O)c2O[C@@H]1CN(C)S(=O)(=O)c1ccc(F)cc1	-10	.	.	.	-1.1	-1	0.4	.
Cc1noc(C)c1S(=O)(=O)N(C)C[C@@H]1Oc2ccc(NC(=O)CCCN(C)C)cc2CC(=O)N([C@@H](C)CO)C[C@H]1C	5	-2	0	4	1.2	-3	0.0	18
C[C@H]1CN([C@@H](C)CO)C(=O)Cc2cc(NS(=O)(=O)c3ccc(F)cc3)ccc2O[C@@H]1CN(C)Cc1ccc(Oc2ccccc2)cc1	-6	-2	5	-8	-3.4	0	-0.9	5
Cc1cc(N2CCOCC2)nc2ccc(NC(=S)N3CCN(c4ccccc4)CC3)cc12	7	-5	.	-8	.	.	0.0	28
Cc1ccc(N2C(=O)Cc3ccccc3C2=O)cc1	17	-3	-9	-14	0.4	-5	0.3	.
Fc1ccccc1/C=N/NC(=S)Nc1ccc(Cl)cc1Cl	21	1	-1	-6	12*	.	0.0	0
COc1cc(N)ccc1NC(=O)c1cc2ccccc2o1	4	-3	-8	-17	-0.9	8	0.1	-4
CN(C)CCNc1nc(S(=O)(=O)c2ccccc2)c(Cl)s1	1	-1	.	-9	-1.9	.	0.1	22
Cc1oc(-c2ccccc2)nc1C(=O)OCC(=O)NCc1ccc(F)cc1	3	-2	11	-27	-1.7	-2	-0.1	.
CCSc1ccc(-c2ccco2)nn1	-14	3	.	-14	0.5	.	0.3	-2

SMILES	GSIS activator	ERAP1 inh	RAD54 branch	RAD52 inh	F508del corr	esBAF inh	Xi reactivation	ARNT TACC3 PPI
CC1(C(=O)NS(=O)(=O)C2CC2)CCN(C(=O)c2ccccc2F)C1 (stereo not given)	5	4	-11	-75	0.6	-3	-0.3	.
CNC[C@@H]1Oc2ccc(NS(=O)(=O)c3c(C)noc3C)cc2C(=O)N([C@H](C)CO)C[C@@H]1C	4	1	7	2	-2.4	0	-1.4	-1
COc1ccc(CC(=O)NCCS(=O)(=O)N2CCN(c3ccc(F)cc3)CC2)cc1OC	-13	-2	3	-3	0.1	-1	0.0	-4
COc1ccc(C(=O)NCCS(=O)(=O)N2CCCCCC2)cc1	9	1	1	3	0.1	-7	0.1	-6
O=c1[nH][nH]c2c1[C@H](c1ccccc1)O[C@H](C1CCCCC1)C2	2	0	.	1	-0.1	.	0.0	.
N#Cc1ccc(COC(=O)CSc2nnc(N)s2)cc1	10	2	.	-46	.	.	0.5	-3
CCC(=O)N1C[C@H](C)[C@H](OC)CN(C)C(=O)c2ccc(NC(=O)C3CC3)cc2OC[C@H]1C	11	-2	-4	-6	1.5	1	0.2	-6
Cc1nn(CCCC(=O)Nc2c(F)cc(F)cc2Br)c(C)c1[N+](=O)[O-]	-14	-4	.	-5	1.9	.	-0.2	-3
O=C(NC1CCc2ccccc21)c1cc(COc2cncc(Cl)c2)on1 (stereo not given)	-45	3	-2	-36	1.8	.	0.1	0

Profiles, looked up by structure.
Shown for CCC(=O)N1C[C@H](C)[C@H](OC)CN(C)C(=O)c2ccc(NC(=O)C3CC3)cc2OC[C@H]1C = GSIS activator: 11; ERAP1 inh: -2; RAD54 branch: -4; RAD52 inh: -6; F508del corr: 1.5; esBAF inh: 1; Xi reactivation: 0.2; ARNT TACC3 PPI: -6
Shown for CNC[C@@H]1Oc2ccc(NS(=O)(=O)c3c(C)noc3C)cc2C(=O)N([C@H](C)CO)C[C@@H]1C = GSIS activator: 4; ERAP1 inh: 1; RAD54 branch: 7; RAD52 inh: 2; F508del corr: -2.4; esBAF inh: 0; Xi reactivation: -1.4; ARNT TACC3 PPI: -1

Bioassay records as filed in PubChem.
